ABHD5-PLIN5 inh: ABHD5-PLIN5 protein interaction inhibition | AID 602281 | Q00G26+Q8WTS1 | Split G. princeps luciferase complementation, luminescence, 4 h | inhibition, % at 4 µM | hit rate 0.78% among 360,000;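 active = inhibition above the mean inhibition across every tested compound plus 3 SD, cut at about 22% in these data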;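 also: 0% = DMSO only wells and the 100% control is not disclosed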
H9c2 protect: protects H9c2 cardiomyocytes from peroxide injury. H2O2 injury protection, ATPLite, 2 h. protection from H2O2 cell death, % at 20 µM. hit rate 0.63% among 360,000. AID 588492;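 active = compounds giving at least 50% protection of heart cells from peroxide-induced death in the single-dose screen, raw or plate-pattern-corrected value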;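 also: 0% = DMSO wells with peroxide and 100% = DMSO wells without peroxide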
m5-HT2A agonist: activates the mouse 5-HT2A serotonin receptor | P35363 | CHO-K1 mHTR2A beta-arrestin complementation, luminescence; percent of 30 µM serotonin response | activation, % at 7.6 µM | hit rate 0.66% among 360,000;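 active = activation above a run cutoff, the mean activation of all tested compounds plus 3 SD, cut at about 14% in these data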;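 also: 0% = plate median of compound wells and 100% = 30 µM serotonin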
MC4R barr agon: agonists of human melanocortin 4 receptor (MC4R) beta-arrestin. P32245. U2OS MC4R beta-arrestin complementation, luminescence; percent of melanotan II response, DMSO zero. activation, % at 8.9 µM. hit rate 0.98% among 360,000. AID 540308;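 active = activation above a per-plate cutoff, the mean activation of sample wells on that plate plus 3 SD, cut at about 8% in these data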
MC4R antagonist: human MC4R antagonism in cAMP assay. hit rate 0.48% among 360,000. MC4R-expressing cells, MTII-stimulated cAMP, LANCE TR-FRET. P32245. AID 540295. inhibition, % at 6.5 µM;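 active = inhibition above its plate's cutoff, the mean of tested wells on that plate plus 3 SD, cut at about 29% in these data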;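 also: 0% = Melanotan II alone and 100% = Melanotan II plus saturating MCL0020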
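Assay system: U2OS cells stably expressing human melanocortin 4 receptor (MC4R) / Dosing: 6.5 µM / Timing: compound 30 min, challenge 1 h, detection 1 h / Measured by: Eu-cAMP/anti-cAMP TR-FRET, emission 671 nm / Replicates: singlicate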
PDI turbidity: blocks human protein disulfide isomerase activity. PDI insulin aggregation turbidity, A650, 90 min. AID 588391. hit rate 0.052% among 350,000. inhibition, % at 10 µM;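 active = mean inhibition across replicates of 30% or more, whatever share of single replicates reach that level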;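 also: absorbance from insulin aggregation driven by PDI reduction with DTT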
Glyco luc inh: N-linked glycosylation inhibition | D54 ERlucT glycosylation luciferase reporter, 24 h; percent of 100 nM tunicamycin response | reporter increase, % at 12.5 µM | hit rate 0.23% among 360,000;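 active = mean luciferase reporter signal, scaled so untreated is 0 and the glycosylation-blocking control 100, at or above a set limit in every replicate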;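 also: luciferase carries N-glycosylation sites so blocking glycosylation raises the light; 0% = median of neutral control wells and 100% = median of 100 nM tunicamycin wells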
CaV13 FRET inh: Disruptors of the CACNA1D IQ motif to Ca2+-dependent inactivation inhibitor domain association, primary screening, Förster resonance energy transfer in intact living …. AID 743397. HEK cells, CFP/YFP FRET ICDI-IQ, plate reader, 10 min; percent FRET-ratio fall versus neutral wells. inhibition, % at 12.3 µM. hit rate 0.098% among 340,000;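 active = mean replicate inhibition of at least 30% and at least 1% of replicates passing that level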;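 also: 0% = median of the neutral control wells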
ABCB6 inh 2: human ABCB6 transporter inhibition; K562-ABCB6 porphyrin accumulation, flow cytometry, 1 h; hits give low values; hit rate 0.19% among 360,000; AID 602162; fluorescence ratio to DMSO, % at 10 µM; Q9NP58;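 active = fluorescence ratio to DMSO below 75%, the collection mean minus 3 SD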;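 also: signal is porphyrin accumulated inside mitochondria; 100% equals median channel fluorescence of DMSO control wells; lower ratio means ABCB6 inhibition with less porphyrin fluorescence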
Target sequence (Q9NP58 whole entry, looked up): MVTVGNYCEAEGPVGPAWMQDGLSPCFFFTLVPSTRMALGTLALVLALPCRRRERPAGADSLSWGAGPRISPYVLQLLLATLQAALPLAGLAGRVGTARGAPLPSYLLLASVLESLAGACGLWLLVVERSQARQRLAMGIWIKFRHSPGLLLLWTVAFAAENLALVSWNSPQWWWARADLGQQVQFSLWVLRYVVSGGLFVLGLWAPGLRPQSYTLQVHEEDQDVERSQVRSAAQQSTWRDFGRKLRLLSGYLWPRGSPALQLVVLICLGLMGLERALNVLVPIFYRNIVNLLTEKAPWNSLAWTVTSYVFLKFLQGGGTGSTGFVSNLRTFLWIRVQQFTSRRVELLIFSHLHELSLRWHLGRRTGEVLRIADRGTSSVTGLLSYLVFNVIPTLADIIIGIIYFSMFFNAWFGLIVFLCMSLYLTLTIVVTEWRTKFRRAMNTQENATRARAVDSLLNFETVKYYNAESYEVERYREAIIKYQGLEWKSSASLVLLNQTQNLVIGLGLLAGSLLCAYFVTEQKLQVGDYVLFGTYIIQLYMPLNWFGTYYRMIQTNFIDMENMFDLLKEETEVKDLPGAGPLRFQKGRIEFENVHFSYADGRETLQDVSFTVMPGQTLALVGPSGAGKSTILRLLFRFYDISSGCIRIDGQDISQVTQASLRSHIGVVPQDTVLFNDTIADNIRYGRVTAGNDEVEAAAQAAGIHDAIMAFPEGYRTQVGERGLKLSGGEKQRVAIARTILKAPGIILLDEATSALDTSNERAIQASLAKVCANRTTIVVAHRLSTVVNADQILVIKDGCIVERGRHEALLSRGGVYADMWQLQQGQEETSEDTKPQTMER
Exocytosis inh: lytic granule exocytosis inhibition; TALL-104 LAMP-1 surface exposure, flow cytometry; cells stimulated with thapsigargin and PMA; inhibition, % at 10 µM; hit rate 0.66% among 360,000; AID 651702;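 active = inhibition above about 55%, limit read from the data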
Numbers without * were called inactive; x = not tested or not shown.

SMILES | ABHD5-PLIN5 inh | H9c2 protect | m5-HT2A agonist | MC4R barr agon | MC4R antagonist | PDI turbidity | Glyco luc inh | CaV13 FRET inh | ABCB6 inh 2 | Exocytosis inh
CCOC(=O)N1CCN(S(=O)(=O)N(C)C)CC1 | -4 | 4 | -5 | -1.6 | 7 | 0 | 0 | -6 | 104 | -1
CCOc1ccc2[nH]c3c(N4CCN(C(=O)c5ccco5)CC4)ncnc3c2c1 | 5 | 40 | -4 | 0.7 | 28 | 0 | -4 | 7 | 91 | -7
O=C(NCCc1ccccc1)C(c1ccccc1)N(C(=O)c1csnn1)C1CC1 (centres undefined) | 4 | -2 | 4 | -2.1 | -4 | -14 | 0 | -5 | 97 | -1
CC(C)(C)c1csc(N(CCC#N)CCC#N)n1 | 7 | -1 | 0 | -0.2 | -4 | 14 | 2 | -4 | 98 | -4
O=C(COC(=O)c1ccccn1)c1ccc(Br)cc1 | -7 | 3 | -3 | -0.9 | 3 | -2 | 2 | -5 | 96 | -3
CCCn1c(SCC(=O)N2CCCC(C)C2)nnc1-c1cccnc1 (centres undefined) | -2 | 5 | 1 | -0.5 | 24 | -3 | 0 | -3 | 96 | -5
Cc1ccc(NC(=O)Nc2ccon2)cc1Cl | -3 | -6 | -11 | 0.2 | -6 | -1 | -2 | -7 | 98 | 6
CC(=O)c1cccc(NC(=O)C(C)OC(=O)c2cccc(-n3cnnn3)c2)c1 (centres undefined) | -2 | 4 | -1 | 0.0 | 7 | -4 | 0 | -7 | 92 | 4
COc1cccc(Cn2c(NCc3cccnc3)nc3c2c(=O)n(C)c(=O)n3C)c1 | 2 | 48 | 0 | 0.4 | 1 | -6 | 3 | -2 | 97 | 0
N#CC(=C(O)COC(=O)CCC1CCCCC1)c1nc2ccccc2[nH]1 | 1 | -9 | 4 | 0.5 | 11 | 1 | -7 | -5 | 102 | -1
Cc1ccc2c(c1)C(=O)C(=O)N2CCOc1ccccc1 | 16 | -6 | -7 | -0.6 | -27 | 1 | 12 | -4 | 98 | 10
Cc1nc(SCC(=O)c2ccccc2)n[nH]1 | -6 | 25 | 0 | -2.7 | -1 | 8 | 0 | -5 | 100 | 2
CCCCCNC(=O)c1cccnc1SCC(=O)Nc1ccccc1OC | -1 | 0 | -8 | -0.8 | -4 | -4 | -1 | -2 | 107 | 0
Cn1cc(Br)c(C(=O)N2CCCCCC2)n1 | -6 | 2 | 8 | 0.9 | 2 | 3 | 1 | x | 98 | 3
Nc1ncnc2c1CN(Cc1ccccc1)CC2 | -5 | 18 | 4 | -2.5 | -1 | 12 | 1 | -6 | 95 | -1
Cc1ccc(S(=O)(=O)N2CCN(C(=O)CC(C)n3cncn3)CC2)cc1 (centres undefined) | 4 | 0 | -4 | -1.5 | 2 | 6 | 0 | -4 | 94 | 1
Cc1nc2nc(-c3ccccc3)nn2c(C)c1Cl | 5 | 3 | 8 | 0.7 | 2 | 0 | -2 | -1 | 100 | 2
C[C@@H](NC(=O)c1[nH]cnc1C(=O)Nc1nccs1)c1ccccc1 | 8 | 17 | -1 | 0.8 | -13 | 1 | 2 | -12 | 98 | 13
CN(C(=O)C1CCN(S(=O)(=O)c2cccc3nonc23)CC1)C1CCCCC1 | -3 | 0 | -1 | -1.7 | 3 | 17 | -3 | -7 | 95 | 0
COc1ccc(Cl)cc1S(=O)(=O)N1CCC(C(=O)NCCC2=CCCCC2)CC1 | 7 | -2 | -4 | -2.9 | 10 | 1 | -3 | -6 | 94 | -6
Nc1c(Cl)cnn(-c2ccccc2)c1=O | 0 | 10 | 0 | -0.7 | 0 | 9 | 1 | -4 | 97 | -15
CN(C)/C=C/C(=O)c1c(F)cccc1F | -3 | 6 | 2 | -1.1 | -4 | -1 | 0 | 94* | 102 | -5
CCOC(=O)c1c(NC(=O)CN2C(=O)NC(C)(c3ccccc3)C2=O)sc(C)c1C (centres undefined) | -1 | 0 | 1 | 3.7 | -13 | -9 | 12 | -5 | 92 | -2
O=C(Oc1ccc(-c2cnc3ccccc3n2)cc1)c1cccc([N+](=O)[O-])c1 | -5 | -4 | -2 | -1.3 | -5 | 4 | 1 | x | 103 | -3
O=c1c2ccccc2nnn1-c1ccccc1 | -12 | -3 | -5 | 1.3 | -1 | -1 | 2 | -8 | 101 | 0
S=C(Nc1cccnc1)NC1CC2CCC1C2 (centres undefined) | 0 | 3 | 3 | -1.4 | -1 | 15 | -2 | -2 | 106 | -3
Cc1cc(C)cc(NC(=O)Nn2cnnc2)c1 | -5 | -1 | -1 | -0.9 | -1 | 12 | 0 | -5 | 99 | -8
CC12CC(O)C3C(CCC4=CC(=O)CCC43C)C1CCC2=CCO (centres undefined) | -1 | 0 | 2 | -0.9 | 5 | 9 | -1 | -10 | 86 | 0
Cn1c(C(=O)N[C@@H](Cc2ccccc2)C(=O)O)cc2cc(F)ccc21 | 6 | 12 | 2 | -1.2 | 11 | -1 | 3 | -2 | 98 | 0
CCN(CC)S(=O)(=O)c1cc([N+](=O)[O-])ccc1N=Nc1c(O)n(C)c2ccccc12 | -1 | 1 | 0 | -2.8 | 5 | -9 | 1 | -3 | 94 | -2
O=C(O)CCCCCNS(=O)(=O)/C=C/c1ccccc1 | -2 | 9 | 1 | -0.7 | -4 | -9 | 0 | -5 | 100 | 1
O=C(O)CC/C(=N/Nc1ccc([N+](=O)[O-])cc1)C(=O)O | 2 | 3 | 9 | -1.6 | -1 | 8 | 1 | -7 | 98 | 6
CN1CCN(C(=O)c2ccccc2NC(=O)c2sc3ccccc3c2Cl)CC1 | 3 | 6 | 2 | -1.1 | 12 | 6 | 0 | 25 | 96 | 9
Cc1ccc(NC(=O)CCSc2nnnn2-c2ccc3c(c2)OCO3)cc1C | -9 | -6 | -4 | -0.2 | 1 | 8 | -1 | -1 | 97 | -1
CC(NC(=O)[C@H](C)N1C(=O)N2CCc3c([nH]c4ccccc34)[C@@]2(C)C1=O)c1ccccc1 (some centres undefined) | -7 | -1 | -1 | -1.1 | 6 | x | -2 | x | 105 | -4
CC(C)CCSc1nc2c(c(=O)[nH]c(=O)n2C)n1CCc1ccccc1 | 5 | -7 | 0 | 2.4 | 11 | -10 | 3 | -1 | 95 | 2
O=c1c2ccccc2c2ccccc2c(=O)n1Cc1ccc2c(c1)OCO2 | -4 | -1 | 1 | -0.1 | -4 | 0 | 3 | -6 | 90 | 1
CC(=O)c1c(N2CCN(C)CC2)[nH]c(-c2ccccc2)nc1=S | -1 | 19 | 4 | -4.4 | 6 | 6 | 0 | -4 | 137 | -4
CSc1ccc(Cl)c(C(=O)NNC(=O)c2cccs2)c1 | -8 | -1 | -1 | -3.0 | -2 | -2 | 2 | -7 | 91 | -4
COc1ccsc1C(=O)Nc1ccc(F)cc1F | -6 | -7 | 0 | 0.6 | -3 | -1 | 0 | -16 | 104 | -4

Complete entries as entered above. Order of values: ABHD5-PLIN5 inh | H9c2 protect | m5-HT2A agonist | MC4R barr agon | MC4R antagonist | PDI turbidity | Glyco luc inh | CaV13 FRET inh | ABCB6 inh 2 | Exocytosis inh
`O=c1c2ccccc2nnn1-c1ccccc1` as listed: -12 | -3 | -5 | 1.3 | -1 | -1 | 2 | -8 | 101 | 0
`CN(C)/C=C/C(=O)c1c(F)cccc1F` as listed: -3 | 6 | 2 | -1.1 | -4 | -1 | 0 | 94* | 102 | -5

(list continues)
SMILES | ABHD5-PLIN5 inh | H9c2 protect | m5-HT2A agonist | MC4R barr agon | MC4R antagonist | PDI turbidity | Glyco luc inh | CaV13 FRET inh | ABCB6 inh 2 | Exocytosis inh
COc1ccc(OCCCC(=O)NNC(=O)c2ccncc2)cc1 | -13 | 1 | -4 | -1.4 | -1 | -2 | 1 | -2 | 99 | -1
O=C(C[C@H]1C[C@H](C(=O)N2CCOCC2)[C@@]2(CCC3CCCC3)c3[nH]c4cc(-c5ccco5)ccc4c3CCN2C1=O)NCCc1ccccn1 | 23* | -7 | 4 | -0.7 | 6 | 16 | 3 | -6 | 96 | -2
Cc1ccc(NC(=O)c2cc(N3C(=O)C4CCCCC4C3=O)ccc2N2CCOCC2)cc1 (centres undefined) | -3 | 6 | 4 | -3.6 | -2 | 6 | -6 | 5 | 94 | 1
CCCCCC(=O)Nc1ccc(Cl)cn1 | 4 | 3 | -2 | -2.1 | -7 | -6 | -1 | -9 | 98 | -4
COc1cccc(CN2CC(O)=C(c3nc(-c4ccc(Cl)cc4)cs3)C2=N)c1 | -3 | -4 | 10 | 1.9 | 2 | 3 | -3 | x | 104 | -6
Cn1cc(/C=C(\C#N)C(=O)Nc2ncc(Cc3ccc(Cl)cc3)s2)c2ccccc21 | -6 | 8 | 3 | -0.6 | 1 | 5 | 4 | -13 | 100 | -12
Cc1oc(-c2ccc(Cl)cc2)nc1CN1CCCC(C(=O)N2CCN(C(=O)c3ccco3)CC2)C1 (centres undefined) | 0 | -16 | 3 | -1.2 | -9 | x | -1 | -4 | 93 | 0
CCCS(=O)(=O)NC(=O)C1(C)CCCN(C(=O)c2cc(-c3cccs3)oc2C)C1 (centres undefined) | 21 | 14 | -1 | 1.5 | 14 | -5 | 1 | -7 | 100 | -2
CC(=O)Nc1cccc(-c2ccnc3c2CC(C)(C(=O)NC(C)C)O3)c1 (centres undefined) | -1 | 12 | 4 | -0.6 | -1 | 11 | 1 | -6 | 101 | 0
CCOC(=O)c1[nH]c(=S)n(Cc2ccccc2)c1C(=O)OCC | 0 | 1 | 0 | -1.6 | 18 | -6 | 1 | -3 | 100 | -2
COc1cc(NC(=O)c2ccc(-c3ccc(F)c(F)c3)c3ccoc23)cc(OC)c1OC | -1 | -5 | -7 | 14* | 7 | -2 | -3 | -4 | 96 | 6
CNS(=O)(=O)c1cccc(C(=O)Nc2cccnc2)c1 | 2 | -2 | 0 | 1.1 | 1 | 4 | -1 | -5 | 94 | -22
N#CCCSc1ncnc2c1oc1ccccc12 | -4 | -8 | -3 | 0.7 | 7 | 8 | 0 | -7 | 100 | -7
Nn1c(SCc2cccc(Oc3ccccc3)c2)nnc1C(F)(F)F | 0 | 0 | 0 | -2.3 | -5 | 6 | -1 | -19 | 103 | 1
CCCCn1c(SCC(=O)NC(C)(C)C)nnc1-c1ccco1 | 7 | 1 | 13 | -0.7 | 7 | 2 | 3 | -7 | 101 | 0
CCNC(=O)C1(C)CCCN(Cc2ccc(-c3ccccn3)cc2)C1 (centres undefined) | 5 | -1 | -5 | -0.7 | 7 | -2 | -1 | -7 | 103 | -1
C[C@@H]1CCCCO[C@H](CN(C)C(=O)NC2CCCCC2)[C@@H](C)CN([C@H](C)CO)C(=O)c2cc(NC(=O)c3ccccc3)ccc2O1 | 3 | 0 | -4 | -1.3 | 11 | 2 | 2 | -3 | 95 | 4
CCN(CC(=O)Nc1ccc(C(C)=O)cc1)CC(=O)Nc1ccc2c(c1)OCCO2 | -7 | 2 | -4 | -2.3 | 0 | 5 | 3 | -5 | 98 | 3
NS(=O)(=O)c1ccc(Nc2nc(-c3cccnc3)cs2)cc1 | 0 | 13 | -1 | -0.5 | 3 | -2 | -6 | -1 | 94 | 0
O=C(NCc1ccc(F)cc1)C(c1cccnc1)N(C(=O)c1csnn1)c1ccccc1 (centres undefined) | -2 | 0 | 3 | -0.7 | 3 | 5 | 2 | -3 | 103 | 9
